NCI-60 one-dose screen, 48 h, at 10 µM unless noted. Numbers give growth in % (100 = growth as untreated, 0 = no growth, -100 = all killed).
SF-295 = SF-295 CNS cancer cells | 79,000 tested, 5.6% active
U251 = U251 CNS tumor cells | 80,000 tested, 5.4% active
SF-539 = SF-539 CNS cancer. 81,000 tested, 6.8% active. AID 1794752
SNB-75 = SNB-75 CNS cancer. 79,000 tested, 5% active. AID 1794750
SF-268 = SF-268 CNS cancer cells | 82,000 tested, 3.1% active | AID 1794759
SNB-19 = SNB-19 CNS cancer cells. 81,000 tested, 2.5% active
DU-145 = DU-145 prostate cancer. 81,000 tested, 4.2% active. AID 1794760
HCC-2998 = HCC-2998 colon cancer. 79,000 tested, 4.7% active
PC-3 = PC-3 prostate cancer cells; 80,000 tested, 3.9% active; AID 1794754
* = called active by the depositor; & = joins results of further samples; [ ] = dose if it differs, or a comment. How the source made its calls: active means growth percent below 10; inactive means the rest.

The first 6 entries, to show the layout:
`COc1cccc(-c2nn(C(C)(C)C)cc2-c2ccnc(NCCCNS(=O)(=O)c3ccc(F)cc3)c2)c1` gave SF-295 96&102, U251 80, SF-539 92&115, SNB-75 80&83, SF-268 91&102, SNB-19 92&105, DU-145 95&106, HCC-2998 105&113 and PC-3 69&105.
For O=C1Nc2ccccc2C12NN=C1Oc3ccccc3C12 (configuration not stated) the results were SF-295 113, U251 105, SF-539 97, SNB-75 89, SF-268 97, SNB-19 94, DU-145 106, HCC-2998 118 and PC-3 95.
For CC1C(=O)C23CC1CCC2C12COC(O)C1C(C)(C)C(O)CC2OC3=O (configuration not stated) the results were SF-295 105[100 µM], U251 100[100 µM], SF-539 101[100 µM], SNB-75 79[100 µM], SF-268 102[100 µM], SNB-19 100[100 µM], DU-145 109[100 µM], HCC-2998 108[100 µM] and PC-3 100[100 µM].
For Cc1nc(Nc2ccc(N)cc2)c2ccccc2n1 the results were SF-295 96, U251 99, SF-539 96, SNB-75 103, SF-268 106, SNB-19 98, DU-145 117, HCC-2998 104 and PC-3 91.
O=[N+]([O-])c1cc(Br)c2cccc3c2c1CC3 was read as SF-295 116, U251 100, SF-539 103, SNB-75 100, SF-268 109, SNB-19 99, DU-145 112, HCC-2998 103 and PC-3 96.
`O=C1/C(=C/C2=Cc3ccccc3OC2)SC(=S)N1c1cccc(O)c1` gave SF-295 89, U251 81, SF-539 88, SNB-75 68, SF-268 88, SNB-19 73, DU-145 80, HCC-2998 103 and PC-3 80.

The listing, repeating the preview:
`COc1cccc(-c2nn(C(C)(C)C)cc2-c2ccnc(NCCCNS(=O)(=O)c3ccc(F)cc3)c2)c1` gave SF-295 96&102, U251 80, SF-539 92&115, SNB-75 80&83, SF-268 91&102, SNB-19 92&105, DU-145 95&106, HCC-2998 105&113 and PC-3 69&105.
For O=C1Nc2ccccc2C12NN=C1Oc3ccccc3C12 (configuration not stated) the results were SF-295 113, U251 105, SF-539 97, SNB-75 89, SF-268 97, SNB-19 94, DU-145 106, HCC-2998 118 and PC-3 95.
For CC1C(=O)C23CC1CCC2C12COC(O)C1C(C)(C)C(O)CC2OC3=O (configuration not stated) the results were SF-295 105[100 µM], U251 100[100 µM], SF-539 101[100 µM], SNB-75 79[100 µM], SF-268 102[100 µM], SNB-19 100[100 µM], DU-145 109[100 µM], HCC-2998 108[100 µM] and PC-3 100[100 µM].
For Cc1nc(Nc2ccc(N)cc2)c2ccccc2n1 the results were SF-295 96, U251 99, SF-539 96, SNB-75 103, SF-268 106, SNB-19 98, DU-145 117, HCC-2998 104 and PC-3 91.
O=[N+]([O-])c1cc(Br)c2cccc3c2c1CC3 was read as SF-295 116, U251 100, SF-539 103, SNB-75 100, SF-268 109, SNB-19 99, DU-145 112, HCC-2998 103 and PC-3 96.
`O=C1/C(=C/C2=Cc3ccccc3OC2)SC(=S)N1c1cccc(O)c1` gave SF-295 89, U251 81, SF-539 88, SNB-75 68, SF-268 88, SNB-19 73, DU-145 80, HCC-2998 103 and PC-3 80.
O=C(CCl)Nc1ccccc1SCc1cc(Cl)cc2c1OCOC2 was read as SF-295 94, U251 89, SF-539 94, SNB-75 74, SF-268 94, SNB-19 100, DU-145 101, HCC-2998 99 and PC-3 82.
Screening COC(OC)C(C)c1ccccc1 (configuration not stated) returned SF-295 99, U251 107, SF-539 100, SNB-75 85, SF-268 95, SNB-19 104, DU-145 106, HCC-2998 100 and PC-3 102.
`COc1ccc(C(=O)c2ccc(Cl)cc2)c(OC)c1OC` gave SF-295 109, U251 109, SF-539 104, SNB-75 97, SF-268 99, SNB-19 108, DU-145 107, HCC-2998 96 and PC-3 99.
`COC(=O)C(C)(C)C1Oc2ccc(OC)cc2C(=O)/C1=C\NS(=O)(=O)c1ccc(OC)cc1` (configuration not stated) gave SF-295 102, U251 101, SF-539 94, SNB-75 106, SF-268 99, SNB-19 112, DU-145 112, HCC-2998 104 and PC-3 101.
O=[N+]([O-])c1ccc2c(c1)sc1nc(-c3c[nH]c4ccccc34)c(Nc3ccccc3)n12 was read as SF-295 105, U251 98, SF-539 104, SNB-75 76, SF-268 95, SNB-19 100, DU-145 105, HCC-2998 109 and PC-3 84.
`NC1CCC(O)CC1C(=O)O` (configuration not stated) gave SF-295 102, U251 95, SF-539 85, SNB-75 89, SF-268 96, SNB-19 109, DU-145 100, HCC-2998 91 and PC-3 86.
Screening Cc1c(C2=CCCCC2)c2ccccn2c1C(=O)c1cccc(S(=O)(=O)N2CCOCC2)c1 returned SF-295 35, U251 91, SF-539 97, SNB-75 58, SF-268 75, SNB-19 101, DU-145 98, HCC-2998 82 and PC-3 71.
`O=C(CN1C(=O)CN(/N=C/c2ccc([N+](=O)[O-])o2)C1=O)c1ccccc1` gave SF-295 101, U251 97, SF-539 99, SNB-75 73, SF-268 91, SNB-19 98, DU-145 108, HCC-2998 105 and PC-3 84.
For O=C1C2C3C=CC(C3)C2C(=O)N1CCO (configuration not stated) the results were SF-295 88, U251 103, SF-539 88, SNB-75 84, SF-268 102, SNB-19 93, DU-145 102, HCC-2998 94 and PC-3 99.
COc1ccc(C2=NN(C(C)=O)C(c3ccc4c(c3)OCO4)C2)cc1 (configuration not stated) was read as SF-295 104, U251 89, SF-539 89, SNB-75 72, SF-268 88, SNB-19 86, DU-145 102, HCC-2998 96 and PC-3 81.
`CCN1C(=O)N(CC)C2C1NN=c1s/c(=C\c3ccc(Br)cc3)c(=O)n12` (configuration not stated) gave SF-295 17, U251 16, SF-539 -5.1*, SNB-75 26, SF-268 36, SNB-19 21, DU-145 6.5*, HCC-2998 10 and PC-3 19.
For CC(=O)NCC1(c2ccccc2)CCN(CCCC(=O)c2ccc(F)cc2)CC1 the results were SF-295 120, U251 103, SF-539 107, SNB-75 98, SF-268 92, SNB-19 110, DU-145 112 and PC-3 105.
O=C1NCCC12CCN(c1c(Cl)cncc1-c1ccc(-c3cnn(CCO)c3)cc1)CC2 was read as SF-295 107, U251 104, SF-539 87, SNB-75 116, SF-268 89, SNB-19 105, DU-145 111, HCC-2998 105 and PC-3 102.
Screening C/C(Cl)=C/CN(C/C=C(/C)Cl)CCO returned SF-295 97, U251 90, SF-539 95, SNB-75 94, SF-268 102, SNB-19 101, DU-145 105, HCC-2998 114 and PC-3 100.
For CC(=O)Nc1ccc2c(=O)cc[nH]c2n1 the results were SF-295 95, U251 102, SF-539 100, SNB-75 90, SF-268 110, SNB-19 98, DU-145 121 and PC-3 91.
For Cc1ccc(CC(=O)Nc2cc(C3(C)CC3)nn2C2CCCCC2)cn1 the results were SF-295 94, U251 101, SF-539 91, SNB-75 83, SF-268 105, SNB-19 99, DU-145 117, HCC-2998 93 and PC-3 101.
For c1ccc(C2CCCCC2)cc1 the results were SF-295 89, U251 98, SF-539 103, SNB-75 96, SF-268 121, SNB-19 102, DU-145 119, HCC-2998 109 and PC-3 96.
For COc1cc2c(cc1O)C(CSC)Cc1cc3c(cc1N(C)CC2)OCO3 (configuration not stated) the results were SF-295 89, U251 90, SF-539 95, SNB-75 75, SF-268 92, SNB-19 104, DU-145 103, HCC-2998 101 and PC-3 82.
`CC(=O)Nc1ccc(-c2ccccc2)cc1[N+](=O)[O-]` gave SF-295 97, U251 99, SF-539 99, SF-268 104, SNB-19 94, DU-145 113, HCC-2998 97 and PC-3 91.
For CC1CCCCCCC1OC(=O)c1ccccc1C(=O)O (configuration not stated) the results were SF-295 105, U251 97, SF-539 121, SNB-75 111, SF-268 101, SNB-19 103, DU-145 117 and PC-3 106.
`NC(=S)N/N=C(\c1ccc(F)cc1)C1CC1` gave SF-295 95, U251 86, SF-539 93, SNB-75 81, SF-268 95, SNB-19 110, DU-145 96, HCC-2998 100 and PC-3 80.
`COC(=O)c1ccc(CN2C(=O)NC3(C2=O)c2ccccc2-c2ccccc23)cc1` gave SF-295 91, U251 87, SF-539 91, SNB-75 79, SF-268 85, SNB-19 98, DU-145 101, HCC-2998 105 and PC-3 81.
For COc1cc(NC(=O)COc2cc(O)c3c(=O)cc(-c4ccccc4)oc3c2)cc(OC)c1OC the results were SF-295 111, U251 105, SF-539 103, SNB-75 113, SF-268 112, SNB-19 98, DU-145 105, HCC-2998 113 and PC-3 108.
For Nc1ncnc2c1c(-c1ccc(Oc3ccccc3)cc1)nn2C[C@@H]1SSC[C@@H]1O the results were SF-295 38, U251 37, SF-539 41, SNB-75 5.3*, SF-268 30, SNB-19 61, DU-145 34, HCC-2998 57 and PC-3 55.
For Cc1ccc2nc(NC(=O)CN3CCN(CCN4C(=O)c5cccc6cccc(c56)C4=O)CC3)sc2c1 the results were SF-295 70, U251 57, SF-539 81, SNB-75 96, SF-268 76, SNB-19 65, DU-145 73 and HCC-2998 84.
COc1ccc(C2=Nn3c(SCC(=O)c4ccc(F)cc4)nnc3SC2)cc1 was read as SF-295 110, U251 85, SF-539 92, SNB-75 87, SF-268 84, SNB-19 87, DU-145 110, HCC-2998 102 and PC-3 95.
For N#Cc1c(-c2cccs2)cc(-c2cnccn2)nc1SCC(=O)N/N=C/c1ccccc1 the results were SF-295 61, U251 12, SF-539 56, SNB-75 13, SF-268 56, SNB-19 40, DU-145 14, HCC-2998 71 and PC-3 65.
N#Cc1c(NCc2ccc(F)cc2)oc(-c2ccccc2)c1-c1ccccc1 was read as SF-295 97, U251 95, SF-539 102, SNB-75 95, SF-268 105, SNB-19 107, DU-145 109 and HCC-2998 106.
`CC(=O)C1=C(O)C=C2Oc3c(C(=O)/C=C/c4c(Cl)cccc4Cl)c(O)c(C)c(O)c3[C@]2(C)C1=O` gave SF-295 -37*, U251 -33*, SNB-75 -22*, SF-268 -20*, SNB-19 -24*, DU-145 6.3*, HCC-2998 -60* and PC-3 -3.7*.
For C/C(=N\Nc1ncnc2cc(Cl)ccc12)c1ccc(-n2cc[n+](C)c2)nc1 the results were SF-295 104, U251 48, SF-539 79, SNB-75 98, SF-268 68, SNB-19 59, DU-145 104, HCC-2998 93 and PC-3 81.
Screening O=C(Nc1ccc(F)cc1F)c1cc(Br)ccc1O returned SF-295 -24*, U251 3.4*, SF-539 4.4*, SNB-75 -18*, SF-268 7.2*, SNB-19 12, DU-145 13, HCC-2998 13 and PC-3 -8.1*.
`CC(=O)/C=N/Nc1ccccc1` gave SF-295 108, U251 100, SF-539 97, SNB-75 91, SF-268 101, SNB-19 104, DU-145 114, HCC-2998 105 and PC-3 103.
For COc1ccc(-c2nn(-c3cccc(Cl)c3)cc2-c2c(C#N)c(=O)n3nc(-c4ccccc4C(=O)c4ccccc4)[nH]c3c2C#N)cc1 the results were SF-539 81, SNB-75 68, SF-268 61, SNB-19 73, DU-145 90, HCC-2998 80 and PC-3 73.
For Cc1ccc(-n2c(-c3ccccc3)c(-c3ccccc3)c3c(SCC(=O)N/N=C/c4ccc([N+](=O)[O-])cc4)ncnc32)cc1 the results were SF-295 85, U251 95, SF-539 100, SF-268 91, SNB-19 93, DU-145 104, HCC-2998 97 and PC-3 76.
Screening COc1ccc(C2C(C#N)=C(N)N(c3ccc(F)cc3F)C3=C2C(=O)CC(C)(C)C3)cc1OC (configuration not stated) returned SF-295 96, U251 96, SF-539 101, SNB-75 82, SF-268 96, SNB-19 104, DU-145 105, HCC-2998 114 and PC-3 91.
Cc1cc(=O)oc2cc(OCCCOc3ccc(/C=C/C(=O)Nc4ccc([N+](=O)[O-])cc4)cc3)ccc12 was read as SF-295 102, U251 105, SF-539 102, SNB-75 95, SF-268 100, SNB-19 104, DU-145 111, HCC-2998 117 and PC-3 107.
`COc1cc(NCC(=O)Nc2cc(Nc3ccc(C(F)(F)F)cc3)ncn2)c(Cl)c(OC)c1Cl` gave SF-295 91, U251 99, SF-539 91, SNB-75 87, SF-268 88, SNB-19 103, DU-145 103, HCC-2998 101 and PC-3 89.
For CC(C)(C)CC(C)(C)n1nnnc1C(Nc1ccc(F)cc1)c1cc2cccc3ccc4cccc1c4c32 (configuration not stated) the results were SF-295 77, U251 90, SF-539 97, SNB-75 92, SF-268 81, SNB-19 89, DU-145 95, HCC-2998 99 and PC-3 57.
For O=C(Cc1c[nH]c2ccccc12)N=Nc1c(O)n(Cc2ccc(F)cc2)c2ccccc12 the results were SF-295 87, U251 91, SF-539 100, SF-268 89, SNB-19 93, DU-145 101, HCC-2998 117 and PC-3 82.
For CCCCn1c(=O)c(/C=C/c2cc(/C=C/c3cc4cc(Cl)ccc4n(CCCC)c3=O)n(-c3ccc(F)cc3)n2)cc2cc(Cl)ccc21 the results were SF-295 94, U251 98, SF-539 109, SNB-75 79, SF-268 113, SNB-19 100, DU-145 116, HCC-2998 99 and PC-3 105.
`COc1cccc2nc(Nc3ccc(NC(=O)c4cccc(Cl)n4)cc3)ccc12` gave SF-295 93, U251 101, SF-539 96, SNB-75 97, SF-268 106, SNB-19 112, DU-145 108, HCC-2998 92 and PC-3 95.
C[C@]12CCC(=O)C=C1[C@@H](F)C[C@@H]1[C@@H]2[C@@H](O)C[C@@]2(C)[C@H]1CC[C@]2(O)C(=O)CO was read as U251 109, SF-539 86, SNB-75 122, SF-268 95, SNB-19 103, DU-145 97, HCC-2998 100 and PC-3 103.
For CCCCOc1nc2ccc(OC)cc2cc1/C=C/C(=O)/C=C(/C=C/c1cc2cc(OC)ccc2nc1OCCCC)OB(F)F the results were SF-295 116, U251 98, SF-539 103, SNB-75 92, SF-268 100, SNB-19 96, DU-145 108, HCC-2998 112 and PC-3 93.
Screening COc1ccncc1S(=O)(=O)NC(=O)Nc1ccc(Cl)c(Cl)c1 returned SF-295 85, U251 95, SF-539 107, SNB-75 78, SF-268 91, SNB-19 97, DU-145 109, HCC-2998 101 and PC-3 92.
Screening Cc1ccc(-n2cnc3c(=O)[nH]cnc32)cc1[N+](=O)[O-] returned SF-295 107, U251 106, SF-539 99, SNB-75 89, SF-268 102, SNB-19 102, DU-145 110, HCC-2998 99 and PC-3 100.
`CC(=O)Nc1c(Cl)cc(Cl)c2c1Cc1cc([N+](=O)[O-])ccc1-2` gave SF-295 113, U251 74, SF-539 61, SNB-75 58, SF-268 96, SNB-19 100, DU-145 104, HCC-2998 94 and PC-3 81.
